NadD inh = inhibitors of Staphylococcus aureus NadD. purified NadD enzyme, colorimetric absorbance read-out. inhibition, % at 20 µM. hit rate 0.78% among 360,000. AID 602399; in the data active means inhibition above about 26%; further: some compounds past the cut are filed as inactive
SUMO1 PPI mod = modulators of human SUMO1-mediated protein-protein interactions. P63165. SUMO1 binding to a labelled peptide, TR-FRET, 1 h. inhibition, % at 20 µM. hit rate 0.33% among 360,000; in the data active means inhibition above about 37%
Target sequence (P63165 whole entry, looked up): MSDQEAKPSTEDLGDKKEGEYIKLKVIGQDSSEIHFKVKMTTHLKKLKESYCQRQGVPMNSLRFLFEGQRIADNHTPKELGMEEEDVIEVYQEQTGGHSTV
Scp1 inh = blocks human Scp-1 phosphatase activity. Q9GZU7. Recombinant Scp1, phosphopeptide, malachite green phosphate absorbance. inhibition, % at 20 µM. hit rate 0.88% among 340,000;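 active means inhibition above about 50% at 20 µM, limit read from the data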;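 further: plate controls were DMSO wells with enzyme for no effect and wells lacking enzyme for full effect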
Target sequence (Q9GZU7 76-261 limits assumed): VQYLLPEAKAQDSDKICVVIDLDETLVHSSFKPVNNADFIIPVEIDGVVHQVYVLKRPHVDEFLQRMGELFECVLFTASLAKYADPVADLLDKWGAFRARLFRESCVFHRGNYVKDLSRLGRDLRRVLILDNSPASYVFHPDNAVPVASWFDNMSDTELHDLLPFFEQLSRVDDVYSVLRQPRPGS
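Times: enzyme reaction 45 min at room temperature, colour 5 min, stabilisation 30 min. Material: SCP-1 catalytic fragment, aa 76-261. Medium: Acidic Tris acetate buffer with magnesium and detergent. Signal: colorimetric free-phosphate detection, absorbance 630 nm. Read-out basis: % inhibition of SCP-1 phosphate liberation. Reagent: Phosphorylated 17-residue peptide substrate.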
STEP inh = inhibitors of human striatal-enriched phosphatase STEP | P54829 | recombinant STEP, OMFP fluorogenic substrate, fluorescence | inhibition, % at 20 µM | hit rate 0.25% among 360,000 | AID 588621;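 active means inhibition at 20 µM, scaled per plate between control wells, above about 37%, limit read from the data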;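 further: 0% = DMSO with enzyme and substrate and 100% = substrate only without enzyme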
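Measure: Control-normalized % inhibition with plate pattern correction | Test system: STEP phosphatase, cell-free reaction | Medium: pH 6.0 Bis-Tris with DTT and Tween 20 | Technique: Fluorescence, 480/540 nm | Times: Reaction 20 min, ambient temperature | Doses: Single compound dose of 20 µM, 1% DMSO final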
DNMT1 inh = blocks human DNA methyltransferase DNMT1 | DNMT1 molecular beacon, Hinp1I cleavage, fluorescence | inhibition (reported as % activation of signal), % at 10 µM | AID 588458 | hit rate 0.83% among 360,000 | P26358; in the data active means inhibition above about 50%
LMPTP inh = LMPTP (human) inhibition. recombinant LMPTP-A, OMFP fluorogenic substrate, fluorescence intensity. inhibition, % at 20 µM. AID 651560. P24666. hit rate 0.22% among 360,000;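 active means compounds that cut the enzyme signal by at least half of the control window in the single-dose screen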;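 further: plate controls were DMSO wells with enzyme plus substrate for no effect and substrate without enzyme for full effect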
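Assay system: LMPTP-A enzyme. Input: 0.625 nM LMPTP-A final. Probe or stimulus: 400 µM OMFP. Compound dosing: single 20 µM dose. Schedule: 50 min dark incubation at room temperature. Detection: fluorescence intensity of OMFP turnover product. Read-out: percent inhibition versus substrate-only and uninhibited controls. Benchmarks: no-enzyme low control, uninhibited high control.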
Rin1-Abl PPI inh = blocks binding of human Rin1 to Abl; TR-FRET Rin1/Abl binding, biochemical; hit rate 0.4% among 360,000; AID 588664; inhibition, % at 7.35 µM; P00519+Q13671; in the data active means inhibition above about 5%, passing the limit was not always enough
Neddyl block = inhibitors of human cullin neddylation | calls only at 25 µM | TR-FRET cullin neddylation, biochemical | AID 651699 | hit rate 0.58% among 360,000; in the data active means inhibition above about 36%
Rpn11 block = Rpn11 (human) deubiquitinase inhibition; human 26S proteasome, Ub4-pepOG fluorescence polarization; 20S core pre-blocked with epoxomicin; calls only at 20 µM; hit rate 0.59% among 360,000; AID 588493;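 active means inhibition at 20 µM, scaled to each plate's controls, above about 33%, limit read from the data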
Target sequence (O00487 whole entry, looked up): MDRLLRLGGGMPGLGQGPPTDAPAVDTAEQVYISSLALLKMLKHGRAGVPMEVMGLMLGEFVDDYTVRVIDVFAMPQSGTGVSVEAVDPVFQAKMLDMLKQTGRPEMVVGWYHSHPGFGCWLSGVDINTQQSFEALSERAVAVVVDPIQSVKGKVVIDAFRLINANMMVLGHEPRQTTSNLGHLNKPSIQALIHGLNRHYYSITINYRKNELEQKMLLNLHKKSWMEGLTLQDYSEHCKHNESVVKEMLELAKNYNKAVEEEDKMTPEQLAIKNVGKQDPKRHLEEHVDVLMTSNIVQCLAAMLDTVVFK
CSN inh = CSN deneddylation inhibition. Q92905. Purified CSN, SCF-Nedd8-OG deneddylation, fluorescence polarization. inhibition, % at 12.5 µM. hit rate 0.38% among 360,000. AID 651999;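 active means pattern-corrected inhibition above about 35%, with an unprinted fluorescence ratio check between 0.5 and 1.5, limit read from the data, passing the limit was not always enough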;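 further: 0% = enzyme with substrate and 100% = substrate without enzyme; some results filed as inactive read as strong as hits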
Target sequence (Q92905 whole entry, looked up, one chain of several): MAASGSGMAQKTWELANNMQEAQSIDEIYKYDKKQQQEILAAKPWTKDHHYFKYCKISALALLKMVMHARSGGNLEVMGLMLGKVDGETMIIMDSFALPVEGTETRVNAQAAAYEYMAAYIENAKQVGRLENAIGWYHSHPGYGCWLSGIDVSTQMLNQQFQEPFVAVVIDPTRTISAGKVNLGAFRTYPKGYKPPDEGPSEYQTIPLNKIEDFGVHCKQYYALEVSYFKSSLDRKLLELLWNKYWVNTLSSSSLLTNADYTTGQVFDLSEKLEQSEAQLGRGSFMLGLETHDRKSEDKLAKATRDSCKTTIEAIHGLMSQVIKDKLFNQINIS
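Assay system: HEK293T-derived human Csn5 enzyme; quantity: 0.24 nM enzyme; medium: Tris/NaCl/DTT buffer, pH 7.5; also added: substrate SCFSkp2-Nedd8OG, 10 nM; doses: 12.5 µM compound; schedule: 90 min reaction at room temperature; signal: FP; read-out: % inhibition of substrate cleavage by Csn5; benchmarks: substrate-only high control, full reaction low control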
Starred values were filed as active, the others as inactive. Random draw from the library. About 3.8% of those tested had a hit in this group.

The first two entries as a preview:
Screening O=C(COC(=O)c1ccc(Br)cc1)NCCN1C(=O)CSC1=O returned NadD inh -3, SUMO1 PPI mod -2, Scp1 inh -5, STEP inh 2, DNMT1 inh 3, LMPTP inh 0.5, Rin1-Abl PPI inh 1, Neddyl block inactive, Rpn11 block inactive and CSN inh -3.
`Cc1cc(C(=O)NCCCN2CCOCC2)n(-c2ccccc2)n1` gave NadD inh 2, SUMO1 PPI mod -2, Scp1 inh -10, STEP inh 2, DNMT1 inh 7, LMPTP inh -3.1, Rin1-Abl PPI inh 0, Neddyl block inactive, Rpn11 block inactive and CSN inh 6.

All compounds of this part, from the start:
Screening O=C(COC(=O)c1ccc(Br)cc1)NCCN1C(=O)CSC1=O returned NadD inh -3, SUMO1 PPI mod -2, Scp1 inh -5, STEP inh 2, DNMT1 inh 3, LMPTP inh 0.5, Rin1-Abl PPI inh 1, Neddyl block inactive, Rpn11 block inactive and CSN inh -3.
`Cc1cc(C(=O)NCCCN2CCOCC2)n(-c2ccccc2)n1` gave NadD inh 2, SUMO1 PPI mod -2, Scp1 inh -10, STEP inh 2, DNMT1 inh 7, LMPTP inh -3.1, Rin1-Abl PPI inh 0, Neddyl block inactive, Rpn11 block inactive and CSN inh 6.
`COc1ccc(NC(=O)COc2coc(CN3CCN(c4ccccc4)CC3)cc2=O)cc1` gave NadD inh -6, SUMO1 PPI mod 1, Scp1 inh 2, STEP inh 2, DNMT1 inh 1, LMPTP inh 0.1, Rin1-Abl PPI inh 2, Neddyl block inactive, Rpn11 block inactive and CSN inh -5.
`Cc1ccccc1N(CC(N)=O)S(C)(=O)=O` gave NadD inh -4, SUMO1 PPI mod 0, Scp1 inh 10, STEP inh -3, DNMT1 inh 2, LMPTP inh 1.2, Rin1-Abl PPI inh 0, Neddyl block inactive, Rpn11 block inactive and CSN inh -3.
C[C@@H]1NC(=O)N(c2ccc(F)cc2)C1=O was read as NadD inh -6, SUMO1 PPI mod -2, Scp1 inh -15, STEP inh 1, DNMT1 inh 4, LMPTP inh -4.0, Rin1-Abl PPI inh 2, Neddyl block inactive, Rpn11 block inactive and CSN inh 8.
Screening CC(C)n1nnc2ccccc2c1=O returned NadD inh 2, SUMO1 PPI mod 0, Scp1 inh -5, STEP inh -5, DNMT1 inh 1, LMPTP inh -1.9, Rin1-Abl PPI inh 2, Neddyl block inactive, Rpn11 block inactive and CSN inh 2.
CN(CCC1CCOCC1)C(=O)CC1C(=O)NCCN1Cc1ccoc1 (stereo not given) was read as NadD inh 1, SUMO1 PPI mod 2, Scp1 inh -14, STEP inh -4, DNMT1 inh 4, LMPTP inh -0.2, Rin1-Abl PPI inh -1, Neddyl block inactive, Rpn11 block inactive and CSN inh -7.
For Cc1ccc(-c2cc(C(=O)NCCCn3ccnc3)no2)cc1 the results were NadD inh 8, SUMO1 PPI mod 0, Scp1 inh 1, STEP inh -2, DNMT1 inh -1, LMPTP inh -2.0, Rin1-Abl PPI inh -5, Neddyl block inactive, Rpn11 block inactive and CSN inh -2.
`COc1cccc(NC(C)C(=O)Nc2cc([N+](=O)[O-])ccc2Cl)c1` (stereo not given) gave NadD inh -6, SUMO1 PPI mod -19, Scp1 inh -7, STEP inh -3, DNMT1 inh 0, LMPTP inh 0.6, Rin1-Abl PPI inh -2, Neddyl block inactive, Rpn11 block inactive and CSN inh 3.
CCC(=O)Nc1cccc(-c2nc3ccccc3c(=O)o2)c1 was read as NadD inh -4, SUMO1 PPI mod 7, Scp1 inh -7, STEP inh -3, DNMT1 inh -1, LMPTP inh 1.4, Rin1-Abl PPI inh -3, Neddyl block inactive, Rpn11 block inactive and CSN inh 3.
O=C(Nc1ccccc1C(F)(F)F)c1cccnc1 was read as NadD inh -5, SUMO1 PPI mod -4, Scp1 inh -6, STEP inh 0, DNMT1 inh -6, LMPTP inh -1.6, Rin1-Abl PPI inh 0, Neddyl block inactive, Rpn11 block inactive and CSN inh 0.
For COc1ccc(NC(=O)C2Cc3c(-c4ccccc4Oc4ccccc4)ccnc3O2)cc1OC (stereo not given) the results were NadD inh 1, SUMO1 PPI mod 3, STEP inh 1, DNMT1 inh -8, LMPTP inh 3.6, Rin1-Abl PPI inh 1, Neddyl block inactive, Rpn11 block inactive and CSN inh 1.
Screening COc1ccccc1-c1nn(-c2ccccc2)cc1C(=O)N1CCc2ccccc2C1 returned NadD inh -3, SUMO1 PPI mod 3, Scp1 inh -10, STEP inh 1, DNMT1 inh -4, LMPTP inh 2.0, Rin1-Abl PPI inh 0, Neddyl block inactive, Rpn11 block inactive and CSN inh 2.
Screening CC(NC(=O)c1ccccc1NC(=O)CSc1nnnn1C)c1ccccc1 (stereo not given) returned NadD inh 2, SUMO1 PPI mod -1, Scp1 inh -6, STEP inh -1, DNMT1 inh 23, LMPTP inh -0.2, Rin1-Abl PPI inh 0, Neddyl block inactive, Rpn11 block inactive and CSN inh 1.
Screening O=C(Nc1cccc(C(F)(F)F)c1)c1cc(-c2cccs2)on1 returned NadD inh 8, SUMO1 PPI mod 2, Scp1 inh -4, STEP inh 2, DNMT1 inh 16, LMPTP inh 20, Rin1-Abl PPI inh 0, Neddyl block inactive, Rpn11 block inactive and CSN inh 0.
For COc1cc(OC)c2c(c1)O/C(=C\c1ccccc1)C2=O the results were NadD inh -9, SUMO1 PPI mod -25, Scp1 inh 9, STEP inh 4, DNMT1 inh 1, LMPTP inh 2.9, Rin1-Abl PPI inh 1, Rpn11 block inactive and CSN inh 0.
For Cc1cccc(C)c1NC(=O)C1(C)CSCC(=O)N1C1CCN(Cc2ccccc2)CC1 (stereo not given) the results were SUMO1 PPI mod 12, LMPTP inh -0.2, Neddyl block inactive and CSN inh 3.
C=C[C@@H]1c2ccccc2N(S(=O)(=O)c2ccc(C)cc2)[C@H](c2ccccc2)C1(C#N)C#N was read as NadD inh 6, SUMO1 PPI mod 5, Scp1 inh -12, STEP inh 3, DNMT1 inh -4, LMPTP inh 2.1, Rin1-Abl PPI inh 0, Neddyl block inactive, Rpn11 block inactive and CSN inh 3.
For CC(C)C(=O)Nc1ccc(NC(=O)c2cccc3c(Br)cccc23)cc1 the results were NadD inh 7, SUMO1 PPI mod 2, Scp1 inh -9, STEP inh -3, DNMT1 inh 2, LMPTP inh -1.3, Rin1-Abl PPI inh -2, Neddyl block inactive, Rpn11 block inactive and CSN inh 0.
`Cc1sc2nc(COC(=O)CNC(=O)c3ccc(C(C)(C)C)cc3)[nH]c(=O)c2c1C` gave NadD inh 5, SUMO1 PPI mod -1, Scp1 inh -7, STEP inh 1, DNMT1 inh 2, LMPTP inh -0.7, Rin1-Abl PPI inh -2, Neddyl block inactive, Rpn11 block inactive and CSN inh -8.
For Cc1ccc(NC(=O)C2C3CCC(O3)C2C(=O)O)c(Br)c1 (stereo not given) the results were NadD inh -5, SUMO1 PPI mod 0, Scp1 inh -5, STEP inh 4, DNMT1 inh -1, LMPTP inh 0.4, Rin1-Abl PPI inh 3, Neddyl block inactive, Rpn11 block inactive and CSN inh 0.
Cc1ccc(C)c(-n2ccnc2SCC(=O)Nc2cccc(S(=O)(=O)NC3=NCCC3)c2)c1 was read as NadD inh -3, SUMO1 PPI mod 2, Scp1 inh -6, STEP inh 1, DNMT1 inh -1, LMPTP inh -1.0, Rin1-Abl PPI inh 1, Neddyl block inactive, Rpn11 block inactive and CSN inh -1.
`CCn1c(=O)c(C(=O)Nc2ccc(C)cc2)c(O)c2ccccc21` gave NadD inh -11, SUMO1 PPI mod -3, Scp1 inh -16, STEP inh 1, DNMT1 inh 3, LMPTP inh 1.1, Rin1-Abl PPI inh 0, Neddyl block inactive, Rpn11 block inactive and CSN inh -2.
For Cc1ccc(C(=O)N2[C@@H]3CN(C)C(=O)[C@@]2(Cc2ccccc2)[C@H]2C(=O)N(C)C(=O)[C@@H]32)cc1 the results were NadD inh 0, SUMO1 PPI mod 8, Scp1 inh -4, STEP inh 2, DNMT1 inh 2, LMPTP inh -1.3, Rin1-Abl PPI inh -3, Neddyl block inactive, Rpn11 block inactive and CSN inh -2.
Screening O=C(c1cccs1)N(Cc1ccc(F)cc1)C1CCS(=O)(=O)C1 (stereo not given) returned NadD inh 2, SUMO1 PPI mod 1, Scp1 inh -2, STEP inh -2, DNMT1 inh 0, LMPTP inh -0.5, Rin1-Abl PPI inh -1, Neddyl block inactive, Rpn11 block inactive and CSN inh 2.
Screening O=C(NCC(c1ccco1)N1CCN(c2ccc(F)cc2)CC1)C(=O)NC1CC1 (stereo not given) returned NadD inh -2, SUMO1 PPI mod 0, Scp1 inh -4, STEP inh -2, DNMT1 inh 1, LMPTP inh -1.3, Rin1-Abl PPI inh -1, Neddyl block inactive, Rpn11 block inactive and CSN inh -3.
Screening CCOC(=O)c1sc(NC(=O)CSc2nc3ccccc3o2)c(C(=O)OCC)c1C returned NadD inh -2, SUMO1 PPI mod -4, Scp1 inh -5, STEP inh 2, DNMT1 inh 3, LMPTP inh 2.3, Rin1-Abl PPI inh 0, Neddyl block inactive, Rpn11 block inactive and CSN inh -7.
For COc1ccc(OCC(=O)Nc2ccc3oc(-c4ccncc4)nc3c2)cc1 the results were NadD inh -3, SUMO1 PPI mod -1, Scp1 inh 34, STEP inh 49*, DNMT1 inh -2, LMPTP inh 3.7, Rin1-Abl PPI inh -1, Neddyl block inactive, Rpn11 block inactive and CSN inh 8.
`Brc1ccc(C2=CSC3=NCCN23)cc1` gave NadD inh 2, SUMO1 PPI mod 1, Scp1 inh -4, STEP inh -2, DNMT1 inh -11, LMPTP inh 0.4, Rin1-Abl PPI inh 4, Neddyl block inactive, Rpn11 block inactive and CSN inh 0.
`CC1=C(C(=O)N(C)C)CC(CC(=O)NCCc2ccccn2)C(=O)N1CCCN1CCCC1=O` (stereo not given) gave NadD inh 7, SUMO1 PPI mod 2, STEP inh -2, DNMT1 inh 8, LMPTP inh -2.9, Rin1-Abl PPI inh -2, Neddyl block inactive, Rpn11 block inactive and CSN inh 0.
Screening COc1ccc(/C=N/NC(=O)CCNc2n[nH]c(=O)[nH]c2=O)c(OC)c1 returned NadD inh -5, SUMO1 PPI mod 1, Scp1 inh -9, STEP inh 0, DNMT1 inh -1, LMPTP inh 0.6, Rin1-Abl PPI inh -5, Neddyl block inactive, Rpn11 block inactive and CSN inh -15.
For COc1ccc(NC(=O)CCOc2cc(C)ccc2C)cc1S(=O)(=O)N1CCCCC1 the results were NadD inh -2, SUMO1 PPI mod -1, Scp1 inh -18, STEP inh -2, DNMT1 inh 4, LMPTP inh 0.6, Rin1-Abl PPI inh 3, Neddyl block inactive, Rpn11 block inactive and CSN inh 2.
`COC(=O)Cn1c(=O)c2c(nc3n2CC(C)CN3Cc2ccccc2)n(C)c1=O` (stereo not given) gave NadD inh -4, SUMO1 PPI mod 1, Scp1 inh -4, STEP inh 2, DNMT1 inh 0, LMPTP inh -0.1, Rin1-Abl PPI inh -3, Neddyl block inactive, Rpn11 block inactive and CSN inh -1.

High-throughput results from PubChem.
